Tau fibril FP: tau fibrillization inhibition (FP); P10636; K18 P301L tau heparin fibrillization, Alexa594 FP, 6 h; Potency, µM (top dose mostly 57.7 µM), for the others: at the highest dose activity, negative = inhibition, actives largely listed as inhibitors; hit rate 0.39% among 280,000; note: % is set by controls: 0 for no effect and ±100 for the full control effect; nearly all actives have a fitted effect of over 55% in size
Target sequence (P10636 561-689 P618L limits assumed): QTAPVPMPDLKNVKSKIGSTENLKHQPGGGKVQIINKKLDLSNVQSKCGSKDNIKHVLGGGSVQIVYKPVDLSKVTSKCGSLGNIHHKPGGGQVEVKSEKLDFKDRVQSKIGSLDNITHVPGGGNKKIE
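Recombinant K18 P301L […], labeled with Alexa 594 at 0.24 uM over 15 uM unlabeled; heparin inducer 20 uM final; 37 C, 6 hr; FP endpoint.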
HTT ATP protect: protects HTT-Q103 PC12 cells, measured by ATP | PC12 HTT-Q103 induced, cytoprotection, ATP luminescence, 40 h | Potency, µM (titrated, usually from 56.4 µM), for inactives: cytoprotection (ATP increase), usual class: activators | hit rate 0.14% among 230,000 | AID 1471;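 note: % of control where 0% means no effect; nearly all actives have a fitted effect of over 45% in size; toxic huntingtin expression switched on by the ecdysone agonist tebufenozide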
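PC12 cells with ecdysone-inducible HTT exon 1 Q103-GFP, induced with 100 nM tebufenozide and co-treated with library compounds in a dose series (1536-well, 1500 cells/well). Cytoprotection read as ATP content by ATPlite luminescence.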
Tau fluor counter: counter-screen for tau fibril formation inhibitors; tau K18 P301L Alexa594 fluorescence, heparin fibrillization; Potency, µM (series often up to 57.7 µM), without a hit: at the top dose activity change, negative = decrease; hit rate 0.93% among 280,000; note: % is set by controls: 0 for no effect and ±100 for the full control effect; nearly all actives have a fitted effect of over 55% in size
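Human tau K18 P301L (15 uM unlabeled, 0.24 uM Alexa 594-labeled) in 100 mM sodium acetate pH 7 with 20 uM heparin, 6 hr at 37 C. ThT 30 uM added, 1 hr ambient; Alexa 594 FP and total fluorescence read at 555/632 nm.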
GAA glycogen mod: alters human alpha-glucosidase cleavage of glycogen; hit rate 0.38% among 300,000; Potency, µM (doses to about 76.4 µM), for the others: at the top dose activity change, negative = inhibition, usual class: inhibitors; P10253; recombinant GAA, glycogen substrate, Amplex Red glucose oxidase fluorescence;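 note: 0% = full enzyme reaction and -100% = no-enzyme basal signal; the screen sought inhibitors and activators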
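Recombinant human alpha-glucosidase (4 nM final) hydrolysed bovine liver glycogen (30 ug) for 40 min at 37 C in pH 5.0 citrate/phosphate with 0.01% Tween-20. Released glucose detected by glucose oxidase/Amplex Red, Ex 573/Em 610 nm. Compounds up to 77 uM; AC50 from Hill fits.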
Tau fibril ThT: blocks human tau fibril formation measured by thioflavin T. P10636. recombinant tau K18 P301L, heparin-induced fibrillization, ThT fluorescence. Potency, µM (highest dose often 57.4 µM), for inactives: at the highest dose activity, negative = inhibition, hits mostly inhibitors. hit rate 2.1% among 270,000. AID 1460; note: % is set by controls: 0 for no effect and ±100 for the full control effect; nearly all actives have a fitted effect of over 55% in size
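Using a mix of unlabeled (15 uM) and Alexa 594-labeled (0.24 uM) tau K18 P301L, heparin-triggered fibrillization over 6 hr at 37 C was scored by ThT fluorescence.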
GLA spleen mod: inhibits or activates alpha-galactosidase in human spleen homogenate; human spleen homogenate, 4MU-alpha-Gal fluorescence, 40 min; Potency, µM (doses to about 80 µM), for the others: at the highest dose activity change, negative = inhibition, usual class: inhibitors; hit rate 0.008% among 240,000; P06280; AID 2107;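 note: 0% = enzyme with vehicle and -100% = no enzyme basal signal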
Target sequence (P06280 32-429 limits assumed): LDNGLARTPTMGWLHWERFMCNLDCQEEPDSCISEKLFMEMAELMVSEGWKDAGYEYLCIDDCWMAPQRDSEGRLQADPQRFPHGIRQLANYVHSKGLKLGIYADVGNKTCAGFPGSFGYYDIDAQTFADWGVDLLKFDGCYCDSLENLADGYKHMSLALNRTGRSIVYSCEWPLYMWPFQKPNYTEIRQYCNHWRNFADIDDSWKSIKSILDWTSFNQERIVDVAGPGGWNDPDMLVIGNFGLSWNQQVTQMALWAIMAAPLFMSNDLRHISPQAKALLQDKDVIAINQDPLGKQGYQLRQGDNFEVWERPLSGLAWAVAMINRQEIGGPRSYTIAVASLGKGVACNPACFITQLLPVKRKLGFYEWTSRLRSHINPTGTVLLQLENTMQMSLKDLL
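Inhibition or activation of alpha-galactosidase in human spleen homogenate is scored by 4-MU fluorescence after 40 min at 37C, pH 5.0, with 1 mM substrate. AC50s come from concentration-response fitted to the Hill equation.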
GAA spleen mod: inhibitors or activators of human alpha-glucosidase in spleen homogenate | P10253 | hit rate 0.006% among 240,000 | Potency, µM (highest dose often 79.9 µM), for the others: at the top dose activity change, negative = inhibition, usual class: inhibitors | human spleen homogenate, 4-MU-alpha-glucoside fluorescence;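 note: 0% = enzyme with vehicle and -100% = no enzyme basal signal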
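Enzyme source: human spleen homogenate, 1 ug/well. Buffer 50 mM citric acid/K phosphate pH 5.0, 0.01% Tween-20. 4-MU-alpha-glucoside 1 mM; 37 C x 40 min; NaOH/glycine stop; fluorescence.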
GAA inh: alpha-glucosidase (human) inhibition. purified human GAA, 4-MU-alpha-glucoside fluorescence. Potency, µM (series often up to 76.9 µM), for the others: top-dose activity change, negative = inhibition, hits mostly inhibitors. hit rate 0.005% among 200,000. AID 1466;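 note: plate controls were uninhibited enzyme wells for no effect and no-enzyme background for full effect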
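qHTS format, compound range up to 77 uM. Human lysosomal enzyme at 4 nM, 400 uM 4-MU glucoside substrate, pH 5.0, 20 min room temperature; fluorescence after alkaline stop gives activity normalized to controls.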
* marks the source's active call; other numbers are inactive results; u = inconclusive; x = no result given; & = joins results of further samples; [ ] = remark or other dose. Calls come from the whole dose curve; as a rule, active = well fitted curve in the direction sought with a large enough effect; inconclusive = small, poorly fitted or top-dose-only effect, or another doubt; inactive = no such curve, though single readings can be large; an effect the other way counts as inactive or inconclusive. Potency is the fitted concentration of half-maximal effect.

SMILES	Tau fibril FP	HTT ATP protect	Tau fluor counter	GAA glycogen mod	Tau fibril ThT	GLA spleen mod	GAA spleen mod	GAA inh
CC1(C)CC(=O)c2c(O)cc(O)cc2O1	-6%	2%	0%	-7%	0%	-8%	-3%	-1%
O=C(O)C1CC=CCC1C(=O)Nc1ccccc1C(=O)N1CCN(c2ccc(F)cc2)CC1 (stereo not drawn)	-10%	x	-5%	-4%	-8%	5%	4%	3%
CCOC(=O)c1cc2c(n(-c3ccc(Cl)cc3)c1=O)CCCC2=O	15%	9%	7%	0%	0%	-14%	-16%	3%
Cc1[nH]nc(SCC(=O)N2CCCCC2)c1[N+](=O)[O-]	0%	-9%	-7%	0%	u	12%	1%	0%
Cc1nc(C(=O)N(C)C)nn1-c1ccc([N+](=O)[O-])cc1	0%	-17%	2%	-10%	-2%	1%	-14%	7%
CCn1cc(Br)c(C(=O)N2CCN(c3ccccc3)CC2)n1	10%	1%	6%	-2%	-1%	5%	0%	-2%
COc1ccccc1N1CCN(C(=O)CCN2C(=O)c3cccc4cccc(c34)C2=O)CC1	5%	5%[10 µM]	9%	14%	16%	12%	17%	u
N/C(=N\NS(=O)(=O)c1ccccc1C(F)(F)F)c1ccccn1	-5%	3%[10 µM]	-10%	u	-9%	7%	-16%	-2%
C/C(=N\Nc1nnc2c3ccccc3n(C)c2n1)c1ccc(C)o1	5%	-9%[10 µM]	-9%	u	14µM*	-5%	-6%	3%
CCOC(=O)c1csc(NC(=O)C2CCCCC2)n1	-2%	-4%[10 µM]	-15%	-6%	-12%	-3%	0%	11%
COc1ccc(Cl)c(NC(=O)Cn2nnc(-c3ccccc3N)n2)c1	6%	-7%[10 µM]	-29%	-7%	-2%	11%	2%	-4%
CN(C)S(=O)(=O)c1cccc(NC(=O)c2n[nH]c(=O)c3ccccc23)c1	-6%	-22%	-10%	5%	-5%	2%	-12%	-6%
COC(=O)CSc1nnc(-c2ccccn2)n1N	-21%	4%[10 µM]	-20%	-1%	-17%	6%	1%	x
COc1ccc(CCNC(=O)c2cc(C(=O)c3cc(Cl)ccc3O)cn(CCc3ccc(OC)cc3)c2=O)cc1	u	4%[10 µM]	-16%	-4%	5%	2%	3%	u
COc1ccc(C2CC(=O)c3cnc(N4CCc5ccccc54)nc3C2)c(OC)c1 (stereo not drawn)	6%	x	10%	-1%	3%	3%	0%	8%
O=C(COC(=O)c1c2c(nc3ccccc13)CCCC2)c1cccs1	3%	-54%[inhibitor]	-20%	-2%	u	6%	-24%	-3%
C#CC(C)(C)NC(=O)CSc1nc2c(c(=O)n(C)c(=O)n2C)n1CCCC	-2%	-15%	1%	8%	-4%	4%	8%	-1%[15.4 µM]
Cc1ccc(S(=O)(=O)Cn2nnnc2C(c2ccc(F)cc2)N2CCCCC2)cc1 (stereo not drawn)	-5%	6%[10 µM]	-19%	-3%	-7%	7%	5%	-8%
Cc1o[nH]c(=O)c1CCC(N)C(=O)O (stereo not drawn)	-4%	-18%	-4%	x	3%	10%	4%	x
CN1CCN(CCCNC(=O)Cn2c(-c3cccs3)cc3cc(Cl)ccc32)CC1	-13%	x	-28%	9%[76.3 µM]	-14%	x	x	x

Structures listed above that bear a hit mark in Tau fibril ThT.
SMILES | Tau fibril FP | GAA glycogen mod | Tau fibril ThT | GLA spleen mod | GAA spleen mod
C/C(=N\Nc1nnc2c3ccccc3n(C)c2n1)c1ccc(C)o1 | 5% | u | 14µM* | -5% | -6%

(continued)
SMILES	Tau fibril FP	HTT ATP protect	Tau fluor counter	GAA glycogen mod	Tau fibril ThT	GLA spleen mod	GAA spleen mod	GAA inh
CCC(CC)C(=O)Nc1cc(=O)n(C)c(=O)n1C	5%	9%	-8%	7%	0%	-2%	3%	-1%
CCOC(=O)c1cn[nH]c1NC(=S)Nc1ccc(OC)cc1	u	4%[10 µM]	-28%	-10%	-15%	11%	10%	x
CCn1c(CNc2ccc(F)cc2)nnc1SCCN1CCCCC1	6%	33%[10 µM]	10%	1%	-3%	-6%	-1%	-6%
CCOC(=O)CNC(=O)CSc1cc(C)nc2ccc(OC)cc12	-5%	-19%[10 µM]	10%[2.34 µM]	10%	-6%	4%	4%	6%
CCOc1nc(Nc2ccc(F)cc2)nc(N2CCN(c3ccc(OC)cc3)CC2)n1	8%	20%	u	4%	-23%	3%	8%	2%
Cc1ccc(NC(=O)c2cc(-c3cccs3)on2)cc1	-4%	-11%	-13%	3%	-18%	-4%	-6%	-3%
CNc1nc(SCc2ccccc2)nc(N2CCOCC2)n1	-1%	-11%[0.074 µM]	-6%	0%	1%	2%	-1%	-3%
COc1cc(-c2nc(S(=O)(=O)c3ccc(C)cc3)c(N3CCOCC3)o2)cc(OC)c1OC	-2%	-14%[10 µM]	-6%	-6%	u	2%	3%	3%
COCCCn1c(SCC(=O)N2CCc3ccccc32)nnc1-c1ccco1	-3%	18%[10 µM]	-2%	6%	-5%	11%	-2%	-1%
Cc1cccc(NC(=O)CCCn2c(=S)[nH]c3ccccc3c2=O)c1	u	-1%	-22%	-2%	-17%	-8%	-4%	-3%
O=c1cc(-c2ccccc2O)oc2c(O)c(O)ccc12	13µM*	-28%[1.9 µM]	u	x	11µM*	3%	-3%	x
CCOc1ccc(CCNC(=O)CS(=O)(=O)Cc2nc(-c3ccc(OC)cc3)oc2C)cc1	7%	x	2%	-4%&17%[76.3 µM]	-4%	x	x	x
CCOc1ccc(CCNC(=O)CSc2nc3ccccc3nc2Cc2ccc(C)cc2)cc1OCC	-8%	x	-7%	1%[76.3 µM]	-2%	x	x	x
CCOc1ccccc1OCCCCCc1c(C)n[nH]c1C	-7%	-1%	-10%	-7%	-11%	10%	1%	3%
Cc1ccc(NC(=O)c2ccc(OC(=O)c3cc4ccccc4o3)cc2)cc1	-11%	-63%[inhibitor]	-1%	0%	-17%	5%	-4%	2%
O=C(C1=C[C@@H](C2CCCCC2)C[C@@H](OCc2ccc(CO)cc2)O1)N1CCN(Cc2ccc3c(c2)OCO3)CC1	u	-2%[10 µM]	-11%	3%	-17%	-2%	2%	x
CCn1c(=O)cc(N2CCN(C(=O)c3ccco3)CC2)[nH]c1=O	-3%	-4%[10 µM]	-7%	3%	-11%	3%	-1%	x
O=C(OC1CCOC1=O)c1cccc(S(=O)(=O)Nc2cccc(Cl)c2)c1 (stereo not drawn)	-6%	6%[10 µM]	-22%	9%	-7%	2%	1%	2%
COc1ccc(Nc2c(-c3ccc(C)o3)nc3cc(C)ccn23)cc1	-2%	x	u	5.6µM*	u	x	x	x
O=C(NCc1ccc(F)cc1)c1ccc2c(Cl)c3c(nc2c1)CCCC3	1%	x	-16%	10%[76.3 µM]	-14%	x	x	x

10 compounds already listed, ordered by length of the SMILES, rising:
SMILES	Tau fibril FP	HTT ATP protect	Tau fluor counter	GAA glycogen mod	Tau fibril ThT	GLA spleen mod	GAA spleen mod	GAA inh
CCOC(=O)c1csc(NC(=O)C2CCCCC2)n1	-2%	-4%[10 µM]	-15%	-6%	-12%	-3%	0%	11%
CCOC(=O)c1cn[nH]c1NC(=S)Nc1ccc(OC)cc1	u	4%[10 µM]	-28%	-10%	-15%	11%	10%	x
CCOC(=O)CNC(=O)CSc1cc(C)nc2ccc(OC)cc12	-5%	-19%[10 µM]	10%[2.34 µM]	10%	-6%	4%	4%	6%
Cc1[nH]nc(SCC(=O)N2CCCCC2)c1[N+](=O)[O-]	0%	-9%	-7%	0%	u	12%	1%	0%
O=C(COC(=O)c1c2c(nc3ccccc13)CCCC2)c1cccs1	3%	-54%[inhibitor]	-20%	-2%	u	6%	-24%	-3%
N/C(=N\NS(=O)(=O)c1ccccc1C(F)(F)F)c1ccccn1	-5%	3%[10 µM]	-10%	u	-9%	7%	-16%	-2%
CCOC(=O)c1cc2c(n(-c3ccc(Cl)cc3)c1=O)CCCC2=O	15%	9%	7%	0%	0%	-14%	-16%	3%
O=C(NCc1ccc(F)cc1)c1ccc2c(Cl)c3c(nc2c1)CCCC3	1%	x	-16%	10%[76.3 µM]	-14%	x	x	x
Cc1ccc(S(=O)(=O)Cn2nnnc2C(c2ccc(F)cc2)N2CCCCC2)cc1 (stereo not drawn)	-5%	6%[10 µM]	-19%	-3%	-7%	7%	5%	-8%
COc1ccc(CCNC(=O)c2cc(C(=O)c3cc(Cl)ccc3O)cn(CCc3ccc(OC)cc3)c2=O)cc1	u	4%[10 µM]	-16%	-4%	5%	2%	3%	u

(next part)
SMILES	Tau fibril FP	HTT ATP protect	Tau fluor counter	GAA glycogen mod	Tau fibril ThT	GLA spleen mod	GAA spleen mod	GAA inh
CCn1nnnc1SCC(=O)NCc1cccs1	3%	-4%[10 µM]	-4%	-2%	2%	-5%	-2%	-2%
CCOC(=O)/C(C#N)=C1/C=C(C)NC(c2ccccc2O)=N1	18%	-16%[10 µM]	-13%	-4%	u	-9%	-13%	-3%
COc1ccc(CCN(Cc2nc3ccccc3c(=O)[nH]2)C(=O)C2CC2)cc1	-6%	-2%[10 µM]	0%	-2%	-3%	1%	2%	11%
CC(=O)c1c(O)c2ccccc2n(C(C)C)c1=O	2%	-31%[inhibitor]	1%	-5%	-6%	0%	-4%	4%
CC(C)CO/N=C1/C[C@@H](O)[C@@H](O)[C@@H]2[C@@H]3C(=O)N(C[C@@H]4CCCO4)C(=O)[C@H]3CC[C@@H]12	5%[11.6 µM]	4%[10 µM]	-1%[11.6 µM]	x	0%[11.5 µM]	-3%[17.5 µM]	0%[17.4 µM]	x
CC(C)CCOP(=O)(c1ccc(N(C)C)cc1)C(O)c1ccccc1F (stereo not drawn)	2%	-96%[inhibitor][10 µM]	-5%	-4%	-6%	3%	-1%	-7%
OCCNCCO	x	-8%	x	19%[76.3 µM]	x	-1%	9%	x
O=C1CCCC2=C1Sc1ccccc1N2	-11%	12%[10 µM]	-24%	7.1µM*	u	4%	8%	x
COc1ccc([N+](=O)[O-])cc1NCc1cccnc1	-2%	-57%[inhibitor]	-6%	9%	-8%	-12%	-13%	-3%
Cc1ccc2nc(-c3ccncc3)c(NC3CCCCC3)n2c1	2%	-27%	-27%	u	-13%	-8%	1%	-5%
Cc1ccc(-n2nc(C(=O)N3CCN(c4cc(C)ccc4C)CC3)c3c4ccccc4n(C)c3c2=O)cc1	-1%	x	-4%	11%[76.3 µM]	-5%	x	x	x
O=C(CNC(=O)c1ccco1)NCC(=O)OCc1ccc(Cl)cc1	4%	-9%	-9%	0%	-13%	-1%	2%	-1%

Screening data (PubChem BioAssay)
